# IMPase inh = IMPase inhibition in cells; P97697; CHO-M1 cells, IP1 accumulation, HTRF TR-FRET ratio; 120,000 tested, under 10 active; inhibition (IP1 accumulation), % at 46.1 µM; AID 901; active means well fitted curve in the direction sought with a large enough effect in the signal ratio, not every such curve was filed as active; inconclusive means small, poorly fitted or top-dose-only effect, or a change in a side signal; inactive means no such curve, though single readings can be large or run the other way; the % refers to the signal ratio;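 further: cells stimulated with carbachol in lithium chloride buffer; plate controls were DMSO basal wells for no effect and reference inhibitor wells for full effect; higher means more IMPase inhibition seen as more IP1 and lower FRET ratio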
# Target sequence (P97697 whole entry, looked up): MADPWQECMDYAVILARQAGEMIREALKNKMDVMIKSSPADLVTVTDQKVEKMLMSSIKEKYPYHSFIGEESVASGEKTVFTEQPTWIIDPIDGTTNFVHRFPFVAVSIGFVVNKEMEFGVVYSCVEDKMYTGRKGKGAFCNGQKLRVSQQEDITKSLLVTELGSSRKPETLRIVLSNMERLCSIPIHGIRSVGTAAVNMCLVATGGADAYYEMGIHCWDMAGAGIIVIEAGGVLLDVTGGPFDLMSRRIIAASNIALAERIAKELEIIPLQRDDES
#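 CHO-M1 cells (CHO stably expressing M1 receptor), compound up to 46 uM final, stimulated with carbachol (50 uM as added) in buffer with 50mM LiCl, pH 7.4, 30 min at 37C. Cytosolic IP1 read by TR-FRET; AC50 from Hill fits.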
# 15-hLO-2 inh = blocks human 15-lipoxygenase 2 activity. Potency, µM (series often up to 57.1 µM), inactives show at the top dose activity change, negative = inhibition, usual class: inhibitors. AID 881. hit rate 0.56% among 110,000. purified 15hLO-2, xylenol orange hydroperoxide absorbance. O15296; further: potency means the concentration at half of the fitted maximal effect; nearly all actives have a fitted effect of over 60% in size; many of its hits are not listed in these tables
# Target sequence (O15296 whole entry, looked up): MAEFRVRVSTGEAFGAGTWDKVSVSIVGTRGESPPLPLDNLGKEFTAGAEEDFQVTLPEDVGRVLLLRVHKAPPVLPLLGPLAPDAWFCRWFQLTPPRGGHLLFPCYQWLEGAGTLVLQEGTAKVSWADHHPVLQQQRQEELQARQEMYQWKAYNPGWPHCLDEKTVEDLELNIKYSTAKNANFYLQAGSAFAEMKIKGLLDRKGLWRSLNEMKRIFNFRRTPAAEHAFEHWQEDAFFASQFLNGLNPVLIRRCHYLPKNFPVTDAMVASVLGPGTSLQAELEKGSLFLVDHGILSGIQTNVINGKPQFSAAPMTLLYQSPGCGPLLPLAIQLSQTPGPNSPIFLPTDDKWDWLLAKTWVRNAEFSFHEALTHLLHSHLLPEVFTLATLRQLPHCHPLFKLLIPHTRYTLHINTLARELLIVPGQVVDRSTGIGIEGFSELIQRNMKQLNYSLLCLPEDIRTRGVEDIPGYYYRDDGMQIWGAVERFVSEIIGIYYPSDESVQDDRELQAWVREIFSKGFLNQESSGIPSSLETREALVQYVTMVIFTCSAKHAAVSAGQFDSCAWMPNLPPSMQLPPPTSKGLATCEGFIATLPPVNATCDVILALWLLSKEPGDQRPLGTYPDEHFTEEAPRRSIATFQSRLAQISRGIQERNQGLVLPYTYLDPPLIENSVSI
#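 Enzyme 50 nM, AA 45 uM, 25 mM Hepes pH 7.5 + 0.01% Triton X-100; cpd preinc 15 min RT, rxn 90 min RT; stop/detect with 200 uM XO + 300 uM Fe(II) in 50 mM H2SO4, 30 min; A573/A405.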
# PNC inhibitor = inhibitors of perinucleolar compartment assembly. PC3M PTB-GFP, PNC prevalence imaging, 16 h; hits give low values. activity change (PNC), negative = inhibition, % at 10 µM. AID 2417. hit rate 3.1% among 140,000;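 active means readout at or below -70, meaning at least 70% loss of cells showing the perinucleolar compartment, a nuclear body marking cancer cells; inconclusive means readout between -30 and a set limit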;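 further: plate controls were DMSO wells for no effect and camptothecin positive control wells for full effect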
#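 PC3M cells stably expressing PTB-GFP, 750–1000 cells/well, treated 16 h at 37 °C with compound (23 nl of library stock), in duplicate. After paraformaldehyde fixation and Hoechst stain, imaged at 20x; PNC prevalence scored by image analysis.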
# ALOX12 inhib = blocks human 12-lipoxygenase activity; hit rate 0.12% among 150,000; Potency, µM (doses to about 57.1 µM), for inactives: at the highest dose activity change, negative = inhibition, hits mostly inhibitors; P18054; purified 12-hLO, xylenol orange hydroperoxide absorbance; further: potency means the concentration at half of the fitted maximal effect; nearly all actives have a fitted effect of over 55% in size; many of its hits are not listed in these tables
#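 150 nM 12hLO, 25 mM Hepes pH 7.0 + 0.01% Triton X-100; cpd preinc 15 min RT; 40 uM arachidonic acid, 30 min RT; Fe-XO 30 min; A573/A405 ratio as read-out.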
# Starred values were filed as active, the others as inactive; ? = inconclusive; . = no result given; & = joins results of further samples; [ ] = another dose, or the depositor's remark. Unless noted, the call rests on the fitted dose curve; in most records, active means well fitted curve in the direction sought with a large enough effect; inconclusive means small, poorly fitted or top-dose-only effect, or another doubt; inactive means no such curve, though single readings can be large; an effect the other way counts as inactive or inconclusive. Unless noted, on the % scale 0 is the no-effect control and ±100 the full control effect.
SMILES,IMPase inh,15-hLO-2 inh,PNC inhibitor,ALOX12 inhib
CCCCNC(=O)COC(=O)CCC(=O)c1cccs1,-10,.,14,9%
Cc1ccccc1-n1nnnc1SCc1csc(-c2ccccc2)n1,17,-1%,-20,-1%
COc1ccccc1OCCNc1nc2c(c(=O)n(C)c(=O)n2C)n1C,5,.,63,0%
Cc1c(C(=O)NCc2cccnc2)oc2ccc(S(=O)(=O)N3CCCCC3)cc12,-6,.,?,1%
CCOc1cc(S(=O)(=O)NCc2ccc(OC)cc2)c(OCC)cc1-n1cnnn1,5,3%,-9,2%
N=C(N)SCc1ccc(Cl)cc1Cl,.,.,-23,-3%
Cc1ccc(-c2nc(CSCC(=O)NCc3cccnc3)c(C)o2)cc1,3,.,14,7%
COCc1nnc(SCC(=O)NCc2ccccc2)n1-c1ccccc1,5,-2%,38,-5%
Cc1c(C(=O)O)oc2ccc(S(=O)(=O)NCCC3=CCCCC3)cc12,-2,.,28,6%
CCOc1ccccc1C1CC(c2ccccc2)Nc2nc(N)nn21 (stereo not drawn),6,31%[activator],?,4%
O=C(CSc1nnc2scc(-c3ccccc3)n12)N1CCCc2ccccc21,0,-5%,-10,1%
CCCCNC(=S)NNC(=O)c1csc2c1CCC(C)C2 (stereo not drawn),-7,7%,39,-1%
COc1cc(/C=C(\C#N)c2ccccn2)ccc1OCC(=O)Nc1ccc(Br)cc1,.,.,-28,0%
CCOC(=O)c1cn[nH]c1N,4,12%,?,1%
COC(=O)c1ccccc1NC(=O)c1cc([N+](=O)[O-])nn1Cc1ccccc1,.,.,15,1%
CC(=O)NC1C(=O)N=C(SCC(=O)NC2CCCCC2)NC1=O (stereo not drawn),-9,2%,3,0%
CCOc1ccc2nc(NC(=O)c3cnc(C)cn3)sc2c1,4,8%,22,-6%
CCc1cccc(C)c1NC(=S)NCc1ccc2c(c1)cc(C)n2C,.,.,31,?
CN(CC(O)COc1ccc(OCC(O)CN(C)C2CCCCC2)cc1)C1CCCCC1 (stereo not drawn),27,27%,7,10%
O=C1c2ccccc2C(=O)N1CCCCN(C(=O)c1ccco1)c1ccc(Cl)cc1,1,-12%,4,-5%
O=C(NC1CCCCC1)C(c1ccccc1)N1CCc2ccccc21 (stereo not drawn),5,-9%,4,-7%
COc1ccc(OC)c(NC(=O)CSCC(=O)O)c1,-3,12%,55,-1%
CCc1c(C)sc(NC(=O)c2cccs2)c1C(N)=O,10,?,-3,-10%
Cc1cccc(N2C(=O)SC(N(C)c3ccccc3)C2=O)c1 (stereo not drawn),?,-3%,11,1%
O=C(Nc1ccccc1)Nc1ccc2snnc2c1,9,.,?,-3%

# (more compounds)
SMILES,IMPase inh,15-hLO-2 inh,PNC inhibitor,ALOX12 inhib
CCC(Sc1nc2cc(OC)c(OC)cc2c(=O)n1Cc1ccco1)C(=O)NCCOC (stereo not drawn),5,-10%,17,-6%
CCOC(=O)C1CCCN(Cc2ccc(OC)cc2OC)C1 (stereo not drawn),2,-10%,0,-4%
Cc1c(/C=C/C(=O)c2ccccc2O)cnn1C,.,.,3,0%
CCN1CCc2c(C#N)c(N3CCCCC3)nc(N3CCOCC3)c2C1,3,19%,5,2%
C=CCc1cccc(OC)c1OCCOCCn1ccnc1,.,.,17,1%
CCN(CC)c1ccc(/C=c2/sc3nnc(-c4ccccc4C)n3c2=O)cc1,-8,13%,-26,-3%
O=C(CCN1C(=O)COc2ccccc21)NCCN1CCN(c2ccccc2F)CC1,15,10%,?,-1%
Cc1ccc(C(=O)NC2CC(C)(C)NC(C)(C)C2)cc1C,3,23%,17,-4%
c1ccc(-c2cc3c(ccc4nonc43)nn2)cc1,3,-2%,-20,-8%
CN(C)/C=N/c1cc(=O)[nH]c(=O)n1C,.,-5%,42,-4%&-6%
Cc1ccc(OCc2nnc(SCC(=O)Nc3nccs3)n2-c2ccccc2)cc1C,-2,-1%,-5,7%
COC(=O)C(C)n1nc(C)n(-c2ccc(C)cc2)c1=O (stereo not drawn),4,6%,?,4%
Nc1nnc(-c2ccncc2)s1,-18,-6%,18,-3%
COc1ccc(CN2C(=O)c3ccccc3C(/C=N/OCc3ccc(Cl)cc3)C2=O)cc1 (stereo not drawn),13,.,3,11%
O=C1Nc2ccccc2N(O)N1c1cc(-c2cccc(Cl)c2)no1,?,-12%,-10,2%
CCOC(=O)N1CCN(C(=O)CN(C)S(=O)(=O)c2ccc3c(c2)C(C)(C)C(=O)N3C)CC1,-1,-6%,6,3%
Cc1[nH]nc2c1/C(=N\O)CC(C)(C)C2,4,12%,?,1%
CCOC(=O)C(=CNc1cccc(N)n1)C(=O)OCC,0,7%,?,-6%
CCN=C1SC(C(=O)Nc2cccc(Br)c2)CC(=O)N1CC (stereo not drawn),.,.,13,0%
COc1ccc(C(=O)N/N=c2\oc3ccccc3cc2C(=O)NCc2ccccc2)cc1,10,.,31,-4%
CCOC(=O)N1CCN(C(=O)CSc2nnc(-c3ccc(Cl)s3)o2)CC1,-4,1%,-22,-6%
COc1cccc(C(=O)Nc2cc3c(cc2C(C)=O)OCCO3)c1,.,.,0,-2%
CCC(=O)Nc1nc(CC(=O)Nc2ccccc2OC)cs1,-11,.,4,-4%
CCC(CC)NC(=O)c1cc([N+](=O)[O-])ccc1N1CCOCC1,1,.,1,-7%
COc1ccc(CCNC(=O)c2ccc3c(c2)NC(=O)C(N2CCOCC2)S3)cc1OC (stereo not drawn),0,-7%,40,11%

# An excerpt of these results, with two lines to a compound.
# Every second line gives: IMPase inh	15-hLO-2 inh	PNC inhibitor	ALOX12 inhib
CCN1CCc2c(C#N)c(N3CCCCC3)nc(N3CCOCC3)c2C1
    3	19%	5	2%
C=CCc1cccc(OC)c1OCCOCCn1ccnc1
    .	.	17	1%
CCN(CC)c1ccc(/C=c2/sc3nnc(-c4ccccc4C)n3c2=O)cc1
    -8	13%	-26	-3%
O=C(CCN1C(=O)COc2ccccc21)NCCN1CCN(c2ccccc2F)CC1
    15	10%	?	-1%
Cc1ccc(C(=O)NC2CC(C)(C)NC(C)(C)C2)cc1C
    3	23%	17	-4%
c1ccc(-c2cc3c(ccc4nonc43)nn2)cc1
    3	-2%	-20	-8%
CN(C)/C=N/c1cc(=O)[nH]c(=O)n1C
    .	-5%	42	-4%&-6%
Cc1ccc(OCc2nnc(SCC(=O)Nc3nccs3)n2-c2ccccc2)cc1C
    -2	-1%	-5	7%
COC(=O)C(C)n1nc(C)n(-c2ccc(C)cc2)c1=O (stereo not drawn)
    4	6%	?	4%
Nc1nnc(-c2ccncc2)s1
    -18	-6%	18	-3%
COc1ccc(CN2C(=O)c3ccccc3C(/C=N/OCc3ccc(Cl)cc3)C2=O)cc1 (stereo not drawn)
    13	.	3	11%
O=C1Nc2ccccc2N(O)N1c1cc(-c2cccc(Cl)c2)no1
    ?	-12%	-10	2%
CCOC(=O)N1CCN(C(=O)CN(C)S(=O)(=O)c2ccc3c(c2)C(C)(C)C(=O)N3C)CC1
    -1	-6%	6	3%
Cc1[nH]nc2c1/C(=N\O)CC(C)(C)C2
    4	12%	?	1%
CCOC(=O)C(=CNc1cccc(N)n1)C(=O)OCC
    0	7%	?	-6%
CCN=C1SC(C(=O)Nc2cccc(Br)c2)CC(=O)N1CC (stereo not drawn)
    .	.	13	0%
COc1ccc(C(=O)N/N=c2\oc3ccccc3cc2C(=O)NCc2ccccc2)cc1
    10	.	31	-4%
CCOC(=O)N1CCN(C(=O)CSc2nnc(-c3ccc(Cl)s3)o2)CC1
    -4	1%	-22	-6%
COc1cccc(C(=O)Nc2cc3c(cc2C(C)=O)OCCO3)c1
    .	.	0	-2%

# Returning to the listing with the 2 entries that preceded the break.
SMILES,IMPase inh,15-hLO-2 inh,PNC inhibitor,ALOX12 inhib
CCC(CC)NC(=O)c1cc([N+](=O)[O-])ccc1N1CCOCC1,1,.,1,-7%
COc1ccc(CCNC(=O)c2ccc3c(c2)NC(=O)C(N2CCOCC2)S3)cc1OC (stereo not drawn),0,-7%,40,11%
COc1cccc(C2=NOC(C(=O)Nc3ccc(C(C)=O)cc3)C2)c1 (stereo not drawn),-2,6%,-29,14%
Cc1ccc(/C=C(\C#N)C(=O)NCC2CCCO2)o1 (stereo not drawn),6,.,?,0%
CCOC(=O)c1cn(-c2ccc([N+](=O)[O-])cc2)c2cc(Cl)c([N+](=O)[O-])cc2c1=O,.,.,?,0%
COc1ccnc(NCc2cccnc2)c1C#N,7,-1%,32,-2%
CCNC(=S)NNC(=O)c1cc(C2CC2)nc2ccccc12,1,32%[activator],72,7%
CC(C(=O)Nc1ccc(Cl)cc1)c1ncc(C(F)(F)F)cc1Cl (stereo not drawn),10,4%,21,2%
Nc1ccc(-c2n[nH]c(=O)c3ccccc23)cc1N,-13,-5%,-25,-3%
CCCCc1ccc(/C=C2/C(=O)ON=C2c2ccccc2)s1,.,.,53,4%
Cc1cc(N2C(=O)CC(Cc3ccc(Cl)cc3)C2=O)no1 (stereo not drawn),-3,0%,17,0%
CON,.,-4%,.,-2%
Cc1ccc(/C=C(\CCC(=O)O)c2nc3ccccc3s2)cc1[N+](=O)[O-],.,.,?,-3%
COc1ccc(C2(O)CCN(C(=O)c3c(F)cccc3F)CC2)cc1,-10,-7%,?,-5%
O=C(COc1nnnc2ccccc12)N1CCCc2ccccc21,14,-4%,47,-2%
Cc1ccc(S(=O)(=O)NCCCCC(NC(=O)OC(C)(C)C)C(=O)O)cc1 (stereo not drawn) (tested in a mixture with another compound),17,.,-27,0%
CCn1c(=O)n(CC)c2cc(S(=O)(=O)NCCOc3ccccc3)c(C)cc21,8,4%,53,0%
CCOC(=O)N1N=C(C)CC1(O)c1ccccc1 (stereo not drawn),.,.,41,1%
CCOC(=O)N1CCN(CCC(=O)Nc2ccc(OC)cc2)CC1,14,0%,37,-9%
Cc1ccc([N+](=O)[O-])cc1S(=O)(=O)N1CCCC1,5,.,90,2%
CC(=O)c1c(C)[nH]c(C(=O)COc2cc(C)ccc2C(C)C)c1C,15,2%,-86*,-5%
CCC1CCCCN1C(=O)N[C@@H](Cc1ccccc1)C(=O)O (stereo partly drawn),10,1%,13,4%
COc1ccc(Oc2ncc3nc(-c4cc(F)cc(F)c4)c(=O)n(CCC#N)c3n2)cc1,.,-10%,.,-3%
C/C(N)=C(/C#N)C(=O)COC(=O)CCSc1ccccc1Cl,-5,1%,65,-11%
CCOc1ccc(NC(=O)CN2CCN(CC(=O)Nc3ccc(F)cc3)CC2)cc1,3,-10%,-21,-3%

# Bioassay records (PubChem BioAssay)

# An excerpt; the hit share may differ from the screen's.
